DUSP3 inh – blocks the human dual specificity phosphatase VHR1 | AID 1992 | recombinant VHR phosphatase, colorimetric substrate read-out | 50,000 compounds, 0.7% hits | inhibition, % at 20 µM; in the data active = inhibition above about 60%; note: some results filed as inactive read as strong as hits
Target sequence (P51452 whole entry, looked up): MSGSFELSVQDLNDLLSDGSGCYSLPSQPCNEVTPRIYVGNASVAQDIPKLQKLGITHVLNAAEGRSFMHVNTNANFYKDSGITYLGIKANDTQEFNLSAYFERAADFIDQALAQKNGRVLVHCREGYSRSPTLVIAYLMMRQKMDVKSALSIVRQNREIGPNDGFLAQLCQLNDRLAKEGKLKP
Starred values were filed as active, the others as inactive. Some of the compounds tested (hit frequency here may not be typical).

SMILES	DUSP3 inh
COc1ccc(C2Nc3ccccc3NC3=C2C(=O)CC(C)(C)C3)cc1O (stereo not drawn)	-26
O=C(Cc1cccc2c(S(=O)O)cccc12)NC(c1ccccc1)c1ccccc1	-12
CC1=NN(c2ccccc2)C(=O)C1/C=C1\C(=O)NC(=S)N(c2ccc(F)cc2)C1=O (stereo not drawn)	22
O=C(NNC(=O)c1sc2ccccc2c1Cl)Nc1ccc(Cl)cc1	-5
Cc1cc(C)cc(NCc2ccco2)c1	-11
COc1ccc(/C=C2\C(=O)NN(c3ccc(Cl)c(Cl)c3)C2=O)cc1OC	-25
Cc1cc(-c2ccccc2)nc(=S)[nH]1	13
O=C1C=C(NCc2ccc3c(c2)OCO3)CC(c2ccccc2)C1 (stereo not drawn)	101*
C=CC(=O)NC12CC3CC(CC(C3)C1)C2	-18
NC(=O)N/N=C/c1ccc(-c2cccc(C(F)(F)F)c2)o1	-1
Cc1cc2nc(-c3ccc(Cl)c(NC(=O)c4ccco4)c3)oc2cc1C	-8
O=C(Nc1ccc2oc(-c3ccncc3)nc2c1)c1cccnc1	-16
Cc1ccc(N2C(=O)NC(=O)/C(=C\c3cn(CC(=O)O)c4ccccc34)C2=O)cc1	2
CCOCCOC(=O)C1=C(C)NC2=C(C(=O)CCC2)C1c1ccc(OC)c(OCc2ccccc2)c1 (stereo not drawn)	3
COC(=O)c1ccc(C(=O)OC)c(NC(=O)C(C(C)C)N2C(=O)c3ccccc3C2=O)c1 (stereo not drawn)	-2
C=CCOc1ccc(/C=C(\C(=O)c2ccc(C)cc2)c2nc3ccccc3o2)cc1	7
Cc1nc(N)sc1C(=O)N/N=C/c1ccco1	5
N/C(=N/c1nc2ccccc2o1)NC(=O)c1sc2ccccc2c1Cl	18
COc1cc(C=C2C(=O)OC(C)(C)OC2=O)cc(Cl)c1O	19
C=CCNC(=O)CN(c1ccc(C)c(Cl)c1)S(C)(=O)=O	-9
NC(=O)c1ccccc1N=Cc1ccc([N+](=O)[O-])o1	-7
COc1cccc(C(=O)NN=C2CCCC2)c1	-20
CCCCN1C(=O)/C(=C/c2c(NCCCn3ccnc3)nc3c(C)cccn3c2=O)SC1=S	-29
COc1ccc(C(=O)N2CCN(Cc3ccc(SC)cc3)CC2)cc1OC	-3
O=C(Nc1c(-c2cccs2)nc2ccc(Cl)cn12)c1ccc(Cl)cc1	-13
CSc1nc2sc3c(c2c2nnnn12)CCN(C)C3	19
CC1(CC2C(CC(N)=O)C2(C)C)OCCO1 (stereo not drawn)	2
COc1ccc(C2CC(C(F)(F)F)n3ncc(C(=O)NC(C)(C)C)c3N2)cc1 (stereo not drawn)	1
CCc1ccccc1NC(=O)CN(c1cccc(OC)c1)S(=O)(=O)c1ccccc1	-12
O=C(NCCN1CCCCC1)/C(=N\O)c1ccccn1	-22
O=C1C(=O)N(CCO)C(c2ccc(Br)cc2)/C1=C(\O)c1ccc(Cl)cc1 (stereo not drawn)	-16
O=C(/C=C/c1ccc(F)cc1)Nc1ccc(F)cc1	-50
O=C(Nc1cccc(-c2nc3cc(Cl)ccc3o2)c1)c1cccc([N+](=O)[O-])c1	7
O=C1c2ccccc2C(=O)N1CCc1nc2ccccc2c(=O)n1Cc1ccccc1	-6
Cc1ccc(Cl)cc1NC(=O)C(C(C)C)N1C(=O)c2ccccc2C1=O (stereo not drawn)	20
O=C1C(=C(c2ccccc2)c2ccccc2)C(=O)c2ccccc21	-17
COc1ccc(CCN2C(=O)CC(N3CCN(c4ccc(Cl)cc4)CC3)C2=O)cc1OC (stereo not drawn)	27
O=C(COc1ccccc1)NC1CCCCCCC1	-9
CC1CCC(C(C)C)C(OC(=O)C[n+]2cccc(C(N)=O)c2)C1 (stereo not drawn)	-42
O=C1CC(c2ccccc2)CC2=C1C(c1ccsc1)Nc1ccccc1N2 (stereo not drawn)	-3
COc1cc(C(=O)Nc2ccc3oc(-c4ccc(C)cc4C)nc3c2)cc(OC)c1OC	-6
O=C1C(=Cc2ccc(OCc3ccc(F)cc3)c(Br)c2)C(=O)c2ccccc21	-6
CC(=C(C#N)C#N)c1ccc2c(c1)OCO2	-18
c1ccc(-c2nc(-c3cccnc3)no2)cc1	1
O=C(Nc1ccc(-c2nc3ccccc3o2)c(O)c1)c1ccc(-c2ccccc2)cc1	8
COC(=O)c1ccc(OCC(O)CN2CCOCC2)cc1 (stereo not drawn)	7
O=C(Nc1ccccc1)Nc1nnc(Cc2ccc(F)cc2)s1	18
O=C(NCc1ccncc1)C(=O)Nc1nc(C23CC4CC(CC(C4)C2)C3)cs1	3
O=C(N/N=C/c1ccccc1O)C1CC(=O)N(c2ccc(Cl)cc2)C1 (stereo not drawn)	17
O=[N+]([O-])c1ccc(C[n+]2cc(-c3ccc(Cl)c(Cl)c3)n3c2CCC3)cc1	22
O=S(=O)(Cc1ccccc1)NCCOc1ccc(Cl)cc1	-2
COc1cc(/C=C(\C#N)C(N)=S)ccc1OCc1ccccc1	3
CCN1C(=O)/C(=C\c2ccc(N(C)C)cc2)SC1=S	-8
COc1ccccc1N1CCN(C2CC(=O)N(c3ccc(C(=O)O)cc3)C2=O)CC1 (stereo not drawn)	-9
O=C(c1ccc([N+](=O)[O-])cc1)N1CCN(CC2CC=CCC2)CC1 (stereo not drawn)	5
COc1cc(/C=C2/C(=O)NN(c3ccc(C)c(C)c3)C2=O)ccc1O	-39
COc1cc(/C=C2\C(=O)NC(=O)N(c3ccc(Cl)cc3)C2=O)ccc1OCC(=O)O	-6
Cc1cc(C)c(/C(O)=C2/C(=O)C(=O)N(c3ccccn3)C2c2cccnc2)c(C)c1 (stereo not drawn)	17
C=CCC(NCc1ccccc1)c1ccncc1 (stereo not drawn)	-15
CCOc1ccccc1C(=O)Nc1ccc(C(=O)OCC(C)C)cc1	101

New compounds follow:
SMILES	DUSP3 inh
COC(=O)c1ccccc1NC(=O)CN(c1cccc(C(F)(F)F)c1)S(C)(=O)=O	-8
O=C(Nc1c(C(=O)N2CCC(Cc3ccccc3)CC2)cnn1-c1ccccc1)c1ccccc1F	-1
CCn1c(-c2ccc(C(C)(C)C)cc2)n[nH]c1=S	-4
COC(=O)CCC(=O)NCc1ccccc1	-22
COc1cc(/C=N/NC(=O)c2cccc(I)c2)ccc1OC(C)=O	8
COc1ccc(CCNS(=O)(=O)c2ccc(Cl)cc2)cc1OC	-8
O=C(COc1ccccc1)N1CCN(C(=O)c2ccccc2F)CC1	-4
Cc1cc(C)nc(NS(=O)(=O)c2ccc(NC(=O)CSc3ncn[nH]3)cc2)n1	-4
CN1C(=O)/C(=C2\SC(=S)N(Cc3ccco3)C2=O)c2ccccc21	-8
Cc1ccc(/C(O)=C2/C(=O)C(=O)N(CCCn3ccnc3)C2c2ccc([N+](=O)[O-])cc2)cc1 (stereo not drawn)	31
CCN1CC2([N+](=O)[O-])CC=C(Br)C([N+](=O)[O-])(C1)C2 (stereo not drawn)	14
COc1ccc2ccccc2c1C=Nc1ccc(S(N)(=O)=O)cc1	-11
CCCCOc1ccc(NC(=O)CCSc2nccn2C)cc1	-23
COc1ccccc1NC(=O)C1=C(C)NC(=S)NC1c1ccccc1Cl (stereo not drawn)	0
CCCN=C(C)C1=C(O)C(C(=O)OC)C(C)(C)CC1=O (stereo not drawn)	1
O=S(=O)(Cc1ccccc1)CC(O)COc1ccccc1 (stereo not drawn)	-6
CCOc1ccccc1NC(=O)c1c(NC(=O)c2cccc(F)c2)sc2c1CCCCC2	0
Cc1ccc(S(=O)(=O)ON2CC2(C(F)(F)F)C(F)(F)F)cc1 (stereo not drawn)	-12
Cc1cccc(C(=O)NCCc2nc3ccccc3[nH]2)c1	-14
Cc1ccc2c(c1)c1c3n2CCN(CC(O)CNCN2CCCCCC2)C3CCC1 (stereo not drawn)	18
FC(F)(F)c1ccc(/C=N/N2CCN(Cc3cccc4ccccc34)CC2)cc1	-5
Cc1ccccc1C(=O)N=Nc1c(O)n(CN(C)C)c2ccccc12	-5
O=C(COc1ccc2ccccc2c1)NCCCN1CCOCC1	-9
Cc1ccc(S(=O)(=O)Nc2ccc(OC(=O)c3ccc(Cl)cc3)cc2)c(C)c1	0
O=S(=O)(/N=C(/Nc1cccc(O)c1)c1ccccc1)c1ccccc1	-5
Cc1cccc(NC(=O)/C(=C/c2ccc(C)o2)NC(=O)c2ccccc2)c1	-6
COc1ccc(C(=O)Nc2ccc3c(c2)Cc2ccccc2-3)cc1Br	-2
CCOC(=O)C(NS(=O)(=O)c1ccc2c(c1)Cc1ccccc1-2)C(O)c1ccccc1 (stereo not drawn)	-41
Cc1cc(C(=O)N2CCN(c3cccc(Cl)c3)CC2)ccc1[N+](=O)[O-]	-1
COCCCNc1ccc2c3c(nc(=O)n2C)-c2ccccc2C(=O)c13	1

A few values from above:
DUSP3 inh with COCCCNc1ccc2c3c(nc(=O)n2C)-c2ccccc2C(=O)c13 reads 1
DUSP3 inh with COc1ccc(C(=O)Nc2ccc3c(c2)Cc2ccccc2-3)cc1Br reads -2
DUSP3 inh with Cc1cccc(C(=O)NCCc2nc3ccccc3[nH]2)c1 reads -14
DUSP3 inh with O=C(COc1ccc2ccccc2c1)NCCCN1CCOCC1 reads -9
DUSP3 inh with Cc1ccc(S(=O)(=O)Nc2ccc(OC(=O)c3ccc(Cl)cc3)cc2)c(C)c1 reads 0
DUSP3 inh with CCOC(=O)C(NS(=O)(=O)c1ccc2c(c1)Cc1ccccc1-2)C(O)c1ccccc1 (stereo not drawn) reads -41

The list continues.
SMILES	DUSP3 inh
Fc1ccc(NC(=S)N2CCN(c3cccc(C(F)(F)F)c3)CC2)cc1	0
O=C(/C=C/c1ccccc1[N+](=O)[O-])c1ccc(F)cc1	13
CC1(C)Cc2c(sc(/N=C/N3CCCCCC3)c2C#N)C(C)(C)N1	10
Cc1ccccc1/C=N/N1CCN(Cc2cccc3ccccc23)CC1	-11
CC(=O)c1ccc(NC(=O)c2cnn3c(C(F)(F)F)cc(-c4cccs4)nc23)cc1	-5
Cc1ccc(Cl)cc1NC(=O)CSc1nnnn1-c1ccccc1	-1
Cc1nc2ccccc2c(=O)n1-c1ccncc1	-2
Cc1cc(-c2ccco2)c(C#N)c(=S)[nH]1	7
Cc1nc2ccccc2n1CCC(C)C	8
CCOc1ccc(C(=O)Nc2ccc3oc(-c4ccccc4Cl)nc3c2)cc1	7
Cc1cc(Br)ccc1S(=O)(=O)n1ccnc1	-11
CCOC(=O)CCNC(=O)/C=C/c1ccco1	8
O=c1oc2ccc(Br)cc2cc1-c1csc(-c2cc3cc([N+](=O)[O-])ccc3oc2=O)n1	-10
CN(C(=O)C(c1ccccc1)c1ccccc1)c1ccccc1	-11
NNC(=O)c1cc(=O)[nH]c2ccccc12	-32
CC(C)(C)C(=O)CN1C2=NCCN2c2ccccc21	-4
CCOC(=O)C(CCCCCOc1ccccc1C(C)(C)C)C(=O)OCC	-7
CCOP(=O)(CN1CCN(CP(=O)(OCC)OCC)CC1)OCC	-22
OC(C#CC12CC3CC(CC(C3)C1)C2)c1cccnc1 (stereo not drawn)	-12
COc1ccc(C2CC(=O)C3=C(C2)Nc2ccccc2NC3c2ccc(OC(C)=O)c(OC)c2)cc1 (stereo not drawn)	-6
CC(C)(C)NC(=O)/C(=C\c1cccs1)NC(=O)c1ccccc1	0
NC(=O)c1ccc(NC(=O)c2ccccc2[N+](=O)[O-])cc1	-12
Cc1c(Cl)cccc1-c1ccc(C(=O)Nc2cccc(NC(=O)c3cccc(Cl)c3)c2)o1	-7
CCc1cc(C(=O)N=Nc2c(O)[nH]c3ccc(Br)cc23)c2ccccc2n1	7
COc1ccc(C(=O)/C=C/c2ccc3c(c2)OCO3)cc1OC	-38
COc1ccc(CC(=O)Nc2ccc(Br)cc2F)cc1OC	2
CCCc1cc(C(=O)OC)c(NC(=O)c2ccc(OCC(C)C)cc2)s1	-2
Cc1cc(C)c(-c2nn(-c3ccccc3)cc2C=O)c(C)c1	-28
Cc1ccc(C)c(S(=O)(=O)n2cnc3ccccc32)c1	-14
CC(=C(C#N)C#N)c1ccc2c(c1)OCCO2	-18

Reprinted from above (2 entries):
SMILES	DUSP3 inh
O=S(=O)(/N=C(/Nc1cccc(O)c1)c1ccccc1)c1ccccc1	-5
Cc1cccc(NC(=O)/C(=C/c2ccc(C)o2)NC(=O)c2ccccc2)c1	-6

5 of the compounds above, bar-delimited.
Structure | DUSP3 inh
CCc1cc(C(=O)N=Nc2c(O)[nH]c3ccc(Br)cc23)c2ccccc2n1 | 7
COc1ccc(C(=O)/C=C/c2ccc3c(c2)OCO3)cc1OC | -38
COc1ccc(CC(=O)Nc2ccc(Br)cc2F)cc1OC | 2
CCCc1cc(C(=O)OC)c(NC(=O)c2ccc(OCC(C)C)cc2)s1 | -2
Cc1cc(C)c(-c2nn(-c3ccccc3)cc2C=O)c(C)c1 | -28

Back to the main list, repeating the 4 entries before the break.
SMILES	DUSP3 inh
CCCc1cc(C(=O)OC)c(NC(=O)c2ccc(OCC(C)C)cc2)s1	-2
Cc1cc(C)c(-c2nn(-c3ccccc3)cc2C=O)c(C)c1	-28
Cc1ccc(C)c(S(=O)(=O)n2cnc3ccccc32)c1	-14
CC(=C(C#N)C#N)c1ccc2c(c1)OCCO2	-18
COC(=O)c1cc(C(=O)Nc2cc(Cl)ccc2OC)cc([N+](=O)[O-])c1	-6
O=C(CN1C(=O)c2cccc3cccc(c23)C1=O)OCc1ccc2c(c1)OCO2	30
Cn1c(NCc2ccccc2)cc(=O)n(C)c1=O	-30
Cc1occc1C(=O)NCc1cccnc1	-19
Cc1ccc2nc(/C(C#N)=C\c3ccc(N4CCCCC4)c([N+](=O)[O-])c3)[nH]c2c1	-19
CCOC(=O)c1ccc(NC(=O)COc2ccccc2Cl)cc1	-18
O=c1[nH]c(=S)n(-c2ccc(Cl)c(Cl)c2)c(O)c1/C=C1/C=Nc2ccccc21	-3
COc1cc(C=C2C(=O)N(C)C(=O)N(C)C2=O)ccc1OC(C)c1ccccc1 (stereo not drawn)	-4
Cc1cc(Cl)cc(Cl)c1OCCCCN1CCCCC1	-1
COC(=O)C1=C(C)NC2=C(C(=O)CC(c3cccs3)C2)C1c1ccc(C)s1 (stereo not drawn)	-13
O=C1C(Cl)=C(Nc2ccc(Cl)cc2)C(=O)c2ccccc21	-14
Cc1cc(C)n(-c2cc(-c3ccccc3)nc(-c3ccccc3)n2)n1	-7

From PubChem
